beta cell repl – inducers of MIN6 beta-cell proliferation, primary screen, ATP luminescence, uHTS; MIN6 cells proliferation, ATPlite luminescence, 48 h; cells starved in 0.2% serum; 100% = growth in 10% serum; proliferation, % at 10 µM; hit rate 0.29% among 330,000;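 active means compounds whose signal lies at least 3.5 SD above the mean of all wells on their plate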;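 further: 0% = DMSO-treated cells in low-serum medium and 100% = 10% serum control; some compounds called inactive have numbers as strong as hits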
hIAP inh – human IAP inhibitors, primary screen, biochemical, luminescence, uHTS; Intestinal-type alkaline phosphatase (Homo sapiens), P09923; purified IAP, CDP-Star luminescence, 30 min; inhibition, % at 10 µM; hit rate 0.12% among 330,000;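 active means inhibition reaching a set limit with compound at 10 µM in the primary screen, cut at about 35% in these data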;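 further: plate controls were DMSO wells with enzyme for no effect and no-enzyme buffer wells for full effect; values of inactives mirror those of a sister screen read the other way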
Target sequence (P09923 whole entry, looked up): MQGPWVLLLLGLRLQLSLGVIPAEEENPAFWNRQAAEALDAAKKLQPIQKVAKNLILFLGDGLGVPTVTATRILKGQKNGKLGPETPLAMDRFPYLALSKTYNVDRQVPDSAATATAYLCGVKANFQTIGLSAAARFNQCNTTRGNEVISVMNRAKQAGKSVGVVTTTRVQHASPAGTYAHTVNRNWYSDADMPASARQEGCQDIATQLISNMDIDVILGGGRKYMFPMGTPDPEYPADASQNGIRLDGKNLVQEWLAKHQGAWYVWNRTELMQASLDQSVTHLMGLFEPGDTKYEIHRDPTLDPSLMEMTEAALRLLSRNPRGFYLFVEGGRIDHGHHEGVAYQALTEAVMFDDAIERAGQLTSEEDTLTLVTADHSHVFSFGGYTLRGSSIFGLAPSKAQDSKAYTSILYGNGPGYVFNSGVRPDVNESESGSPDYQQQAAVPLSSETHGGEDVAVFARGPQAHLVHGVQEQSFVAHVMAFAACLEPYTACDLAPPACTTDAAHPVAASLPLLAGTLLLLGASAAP
MPTP inh – mitochondrial permeability transition pore inhibitors, primary screen, biochemical, isolated mouse mitochondria, absorbance. Ca2+ swelling absorbance, 30 min. AID 602449, 2012. hit rate 1.4% among 360,000. inhibition, % at 10 µM;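 active means inhibition of 50% or more, scaled per plate between neutral and stimulator controls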;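 further: 0% = DMSO wells given calcium and 100% = 1 mM EGTA wells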
hIAP act – human IAP activators, primary screen, biochemical, luminescence, uHTS; Intestinal-type alkaline phosphatase (Homo sapiens), P09923; purified human IAP, CDP-Star luminescence, 30 min; stronger effect = higher value; 1 = vehicle-only enzyme, 0 = enzyme-free background; activation factor at 10 µM; hit rate 0.16% among 330,000;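 active means activation factor of the enzyme at least 2-fold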; further: the source names both 10 and 20 µM as test concentration; values of inactives mirror those of a sister screen read the other way
APOBEC3G inh – APOBEC3G DNA deaminase inhibitors, primary screen, biochemical, fluorescence, single-stranded DNA substrate, uHTS; inhibition, % at 20 µM; hit rate 0.28% among 330,000; DNA dC->dU-editing enzyme APOBEC-3G (Homo sapiens), Q9HC16; recombinant A3G, ssDNA deamination FAM/TAMRA fluorescence;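 active means inhibition of at least 40% at 20 µM, with no more than 30% in the related APOBEC3A deaminase screen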;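 further: plate controls were DMSO wells with A3G for no effect and wells lacking A3G enzyme for full effect; some compounds called inactive have numbers as strong as hits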
Target sequence (Q9HC16 whole entry, looked up): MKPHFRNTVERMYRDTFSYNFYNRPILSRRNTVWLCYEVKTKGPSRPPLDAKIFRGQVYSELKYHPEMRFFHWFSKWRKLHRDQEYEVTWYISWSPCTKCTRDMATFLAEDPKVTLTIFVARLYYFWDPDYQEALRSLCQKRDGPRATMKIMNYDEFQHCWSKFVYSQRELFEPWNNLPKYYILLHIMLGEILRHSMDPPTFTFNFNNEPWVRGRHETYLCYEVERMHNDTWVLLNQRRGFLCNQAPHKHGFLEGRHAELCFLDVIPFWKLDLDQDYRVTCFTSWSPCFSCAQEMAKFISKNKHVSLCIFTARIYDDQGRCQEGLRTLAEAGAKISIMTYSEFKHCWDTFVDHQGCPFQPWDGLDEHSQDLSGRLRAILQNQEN
mIAP act – activators of mouse IAP, primary screen, biochemical, luminescence, uHTS; intestinal alkaline phosphatase [Mus musculus]; activation factor at 10 µM; muIAP, CDP-Star luminescence, 30 min; stronger effect = higher value; 1 = vehicle-only enzyme signal, 0 = enzyme-free wells; hit rate 0.24% among 330,000;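 active means activation factor of at least 2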; further: the source names both 10 and 20 µM as test concentration; values of inactives mirror those of a sister screen read the other way
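Assay system: mouse IAP enzyme; reagent: chemiluminescent substrate CDP-Star; dosing: test compounds delivered from DMSO solution; schedule: 30 min at room temperature; measured by: luminescence from enzymatic CDP-Star hydrolysis; controls: DMSO-only wells and no-enzyme negative control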
GRIN3A LBD mod – binders of NR3A ligand-binding domain, primary screen, biophysical, differential scanning fluorimetry, uHTS; hit rate 2.5% among 340,000; Tm shift relative to glycine control, % at 25 µM; Glutamate receptor ionotropic, NMDA 3A (GRIN3A) ligand-binding domain; NR3A LBD differential scanning fluorimetry, Tm shift; 0% = protein alone, 100% = glycine-bound protein;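 active means melting temperature shift of at least 10% of the positive control shift, at one fixed dose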
mIAP block – inhibitors of mouse IAP, primary screen, biochemical, luminescence, uHTS. inhibition, % at 10 µM. purified mouse IAP, CDP-Star luminescence, 30 min. AID 2806, 2010. hit rate 0.2% among 330,000;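 active means inhibition of at least 40% at 10 µM in the primary screen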;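 further: plate controls were DMSO with enzyme for no effect and no enzyme wells for full effect; values of inactives mirror those of a sister screen read the other way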
A3A deaminase – APOBEC3A ssDNA deaminase inhibitors, primary screen, selectivity assay for APOBEC3G inhibitor project, biochemical, FAM/TAMRA oligo cleavage fluorescence; hit rate 0.41% among 330,000; inhibition, % at 20 µM; recombinant A3A, FAM/TAMRA ssDNA deamination fluorescence; AID 493011, 2011;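 active means at least 40% inhibition at 20 µM here, with at most 30% in a related deaminase screen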;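 further: plate controls were A3A with DMSO for no effect and wells lacking A3A enzyme for full effect; some results filed as inactive read as strong as hits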
Target sequence (P31941 whole entry, looked up): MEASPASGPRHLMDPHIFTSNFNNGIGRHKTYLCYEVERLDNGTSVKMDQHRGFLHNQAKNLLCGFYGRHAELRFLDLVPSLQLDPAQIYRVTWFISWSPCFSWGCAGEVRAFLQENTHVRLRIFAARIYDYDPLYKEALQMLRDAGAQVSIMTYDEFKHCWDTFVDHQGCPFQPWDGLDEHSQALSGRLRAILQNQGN
Starred values were filed as active, the others as inactive; . = not tested or not shown.

SMILES	beta cell repl	hIAP inh	MPTP inh	hIAP act	APOBEC3G inh	mIAP act	GRIN3A LBD mod	mIAP block	A3A deaminase
CC(=O)Nc1ccc(SCC(=O)NC(=O)c2ccc(S(=O)(=O)N(C)C)cc2)cc1	-4	-2	0.1	1	-6	0.98	0	2	-2
CC1CCN(C(=O)c2ccc(-n3cnnn3)cc2)CC1	-3	-32	0.5	1.3	-3	1.1	-3	-13	-1
CC(C)(O)C#Cc1ccc(C(=O)N2CCC(C(N)=O)(N3CCCCC3)CC2)cc1	-2	-12	0.6	1.1	4	1	2	-1	3
CC1(C)Cc2c(c(-c3ccco3)nc3sc4c(NCCO)ncnc4c23)CO1	1	-1	1.6	1	-1	0.89	-1	11	-1
CC(C)(CO)NS(=O)(=O)c1ccc2c(c1)oc(=O)c1cc(S(=O)(=O)NC(C)(C)CO)ccc12	-2	-16	3.5	1.2	-5	1.1	-2	-5	0
COc1ccc(/C=N/NC(=O)c2cc(-c3ccc4c(c3)OCO4)n[nH]2)cc1OC	0	4	-2.9	0.96	-6	0.88	25*	12	1
Cc1cc(C(=O)COC(=O)CC2Sc3ccccc3NC2=O)c(C)n1-c1ccccc1 (stereo unspecified)	-5	-3	4.0	1	-6	0.99	-2	1	1
COCCOC1CCN(C(=O)c2cc(COc3ccc(F)cc3F)on2)CC1	2	31	1.2	0.69	13	1	2	-4	-1
COc1ccc(C2C(C(C)=O)=C(C)N=c3s/c(=C\c4ccco4)c(=O)n32)c(OC)c1 (stereo unspecified)	-4	3	3.3	0.97	-4	0.67	2	33	8
Cc1ccc(C)c(-n2c(CNc3ccc(F)cc3)nnc2SCC(N)=O)c1	0	-1	-1.2	1	-9	1	0	-2	-4
O=C(NC(Nc1ccccn1)C(Cl)(Cl)Cl)c1ccccc1 (stereo unspecified)	1	-6	4.3	1.1	-5	1.1	-1	-9	0
O=C(CCNS(=O)(=O)c1cccc2nsnc12)N1CCN(c2ccccn2)CC1	-3	3	-4.8	0.97	0	1	.	-2	2
CCOC(=O)Cc1csc(NC(=O)CSc2cc(Cl)ccc2Cl)n1	-4	-9	-0.6	1.1	-9	1	-1	-1	-5
Cc1onc(-c2ccccc2)c1C(=O)N1CCN(c2ccccn2)CC1	-2	0	-0.3	1	-7	0.95	0	5	2
COc1ccc(C(=O)NCC(c2ccco2)N2CCc3ccccc32)cc1 (stereo unspecified)	-3	-2	0.0	1	-8	1	.	-3	-1
CC(=O)c1ccc(NC(=O)C(C)N(C)CC(=O)Nc2ccc(N3CCOCC3)cc2)cc1 (stereo unspecified)	-5	6	-0.8	0.94	-4	1	0	-4	1
COc1ccc2c(/C=N/Nc3ccc(C(=O)O)cc3)c[nH]c2c1	-2	-2	-1.1	1	-10	0.92	2	8	-3
CC(C)(C)CNc1cc(N2CCOCC2)ccc1[N+](=O)[O-]	5	17	-2.7	0.83	-1	0.83	7	17	-1
CCOC(=O)CSC1=N/C(=C\c2cc(OC)c(OC)c(OC)c2)C(=O)N1C	0	13	1.6	0.87	-8	1	-3	-2	-3
O=C1c2c(O)cc(O)cc2O[C@H](c2ccc(O)cc2)[C@H]1O	0	-3	-0.2	1	17	0.89	0	11	-3
CCN(CC(=O)Nc1cc(Cl)ccc1C)C(=O)Cc1sc(C)nc1-c1ccc(F)cc1	-3	-21	-0.4	1.2	-6	1.1	-4	-13	7
O=C(Cn1nc(Cc2ccncc2)c2ccccc2c1=O)N1CCN(C(=O)c2ccco2)CC1	7	10	-1.6	0.9	7	1	-2	0	0
CCCc1ccc(S(=O)(=O)Nc2ccc(C)c(NS(C)(=O)=O)c2)cc1	1	12	13	0.88	-6	1.1	-1	-9	-1
CCc1cc2c(CN3CCN(Cc4ccccc4)CC3)cc(=O)oc2cc1O	1	-1	0.6	1	-1	1.1	-5	-10	3
Cn1cccc1Cc1nnc(SCC(=O)NC2CCCCC2)n1CCc1ccccc1	-2	-12	-1.3	1.1	-4	1	-3	-1	-4

Quoted from the listing for reference:
SMILES	beta cell repl	hIAP inh	MPTP inh	hIAP act	APOBEC3G inh	mIAP act	GRIN3A LBD mod	mIAP block	A3A deaminase
CCCc1ccc(S(=O)(=O)Nc2ccc(C)c(NS(C)(=O)=O)c2)cc1	1	12	13	0.88	-6	1.1	-1	-9	-1
CCc1cc2c(CN3CCN(Cc4ccccc4)CC3)cc(=O)oc2cc1O	1	-1	0.6	1	-1	1.1	-5	-10	3
Cn1cccc1Cc1nnc(SCC(=O)NC2CCCCC2)n1CCc1ccccc1	-2	-12	-1.3	1.1	-4	1	-3	-1	-4

Next compounds.
SMILES	beta cell repl	hIAP inh	MPTP inh	hIAP act	APOBEC3G inh	mIAP act	GRIN3A LBD mod	mIAP block	A3A deaminase
CCC(C)(C)n1nnnc1C(c1ccc(C)cc1)N1CCC(C)CC1 (stereo unspecified)	2	11	-1.0	0.89	0	1	2	0	-1
CC(C)CC(=O)Nc1cc(NC(=O)CC(C)C)cc(C(=O)NC(C)(C)C)c1	-4	-2	-1.6	1	1	0.91	0	10	3
Cc1cc(SC(C)C(=O)Nc2c(C)n(C)n(-c3ccccc3)c2=O)nc2ccccc12 (stereo unspecified)	6	3	-0.8	0.97	11	1	-1	-2	3
C/C(=C\C(=O)c1ccc(Br)cc1)NCc1ccccc1	0	-7	-2.1	1.1	-6	0.93	-11	7	-5
C#CC1(NC(=O)N(C)C)CCCCC1	-1	21	0.3	0.79	-4	0.95	-1	5	3
CCOC(=O)C1CCN(Cc2cc(=O)oc3cc(C)c(Cl)cc23)CC1	-4	6	0.5	0.94	-7	1	-1	-2	-1
CC(C)(C)c1ccc(-c2n[nH]c(=S)n2C2CCCC2)cc1	-6	2	14	0.98	0	0.97	-2	3	-4
COC(=O)C(C)N(C(=O)c1cccc(Cl)c1)c1c(C)cccc1C (stereo unspecified)	2	-3	-1.0	1	-3	0.92	0	8	1
Fc1ccccc1N1CCN(C(c2ccccn2)c2nnnn2C2CCCCC2)CC1 (stereo unspecified)	1	-9	1.1	1.1	-5	0.92	-1	8	-2
O=C(O)c1cccc(N2C(=O)/C(=C/c3ccc([N+](=O)[O-])cc3)C=C2c2ccccc2)c1	-6	16	8.7	0.83	1	0.91	7	9	10
COc1ccc2[nH]c3c(c2c1)CCN1C(=O)C(CC(=O)NCCN2CCOCC2)C[C@H](C(=O)N2CCCCC2)[C@@]31C (stereo partly specified)	.	.	2.0	.	-2	1	2	0	-2
Cc1ccc2c(c1)N(C(=O)CCC(=O)NCc1ccccn1)CC(C)O2 (stereo unspecified)	3	11	-2.2	0.89	-1	0.91	-2	9	-1
CC(NC(=O)C1CCC(CNc2c(N3CCOCC3)c(=O)c2=O)CC1)c1ccccc1 (stereo unspecified)	2	16	-1.6	0.84	-4	0.92	0	8	3
CCn1cc([N+](=O)[O-])c(C(=O)N2N=C3/C(=C/c4cccs4)CCCC3C2c2cccs2)n1 (stereo unspecified)	-5	7	4.3	0.93	-3	0.76	-2	24	-2
Nc1ccc2oc(CCc3ccccc3)nc2c1	1	-13	-0.2	1.1	-4	1.1	2	-14	60*
CN(C(=O)c1ccccc1Cl)C1CCCCC1	-1	-1	0.2	1	-3	0.93	-98	7	-3
CCCOc1ccc(/C(O)=C2/C(=O)C(=O)N(c3ccccn3)C2c2ccc(OC)cc2)cc1C (stereo unspecified)	-4	-6	0.5	1.1	-2	1	.	-2	1
Cn1c(NC(=O)c2ccccc2)c(-c2cccs2)c(=O)c2ccccc21	-1	6	-0.7	0.94	-6	1	2	-3	-2
Cc1ccc(OCCCCc2c(C)n[nH]c2C)cc1	-3	-6	6.7	1.1	-8	0.98	-3	2	-1
CSc1ccccc1NC(=O)CN(C)Cc1c(O)ccc2ccccc12	-2	-24	1.3	1.2	-13	0.92	-16	8	-4
CCC(C)(C)n1nnnc1C(c1ccc(F)cc1)N1CCC(C(N)=O)CC1 (stereo unspecified)	0	-7	-0.9	1.1	-11	1.2	1	-20	-4
CC1(C)Cc2c(cnn2-c2cccc(F)c2)C(NC(=O)CSc2ccncc2)C1 (stereo unspecified)	-2	-31	-2.0	1.3	-6	1.1	0	-8	5
O=c1ccc(/C=C/c2ccccc2)nn1Cc1ccccc1	-2	-21	-2.5	1.2	-4	0.94	5	6	3
CC1CC(=O)N(CC(=O)Nc2ccc(F)cc2F)c2ccccc2S1(=O)=O (stereo unspecified)	1	-16	-2.0	1.2	-2	0.96	-2	4	-1
COc1cccc(-n2c(SCC(=O)NC3CCCCC3)nc3n[nH]c(C)c3c2=N)c1	0	-1	-1.0	1	-8	1.1	-5	-12	-6
Next part.
SMILES	beta cell repl	hIAP inh	MPTP inh	hIAP act	APOBEC3G inh	mIAP act	GRIN3A LBD mod	mIAP block	A3A deaminase
CCN1CCc2c(sc(N)c2C(N)=O)C1	-2	-10	0.8	1.1	-6	0.85	-7	15	-4
COc1ccccc1NC(=O)Cn1c(O)c(N=NC(=O)c2ccccc2O)c2ccccc21	-4	-2	-0.2	1	21	0.94	-14	6	12
CCOc1ccc(N(CC(=O)NCCSc2ccccn2)S(C)(=O)=O)cc1	-2	3	-4.6	0.97	-5	0.98	2	2	2
CCN(CC(=O)Nc1c(F)cccc1F)C(=O)c1ccc(-c2ccc(C(C)=O)cc2)o1	4	6	-0.5	0.94	-6	0.94	2	6	-1
Cc1cccc([C@H](NC(=O)OC(C)(C)C)C(=O)OC(C)(C)C)c1	3	15	3.6	0.85	-9	1	-3	-3	0
COc1cc(C(=O)NC2=NCCS2)ccc1OCc1c(C)noc1C	-4	10	1.7	0.9	-8	0.99	-1	1	-3
CC1CCCC(NC(=O)CN2C(=O)c3cccnc3Oc3ccc(Cl)cc32)C1C (stereo unspecified)	-4	2	-1.0	0.98	-1	0.99	0	1	-4
Clc1cccc(Nc2nc(N3CCOCC3)nc(N3CCOCC3)n2)c1	-1	-16	1.6	1.2	1	1	3	-2	1
CC1(C)CC[C@]2(C(=O)O)CC[C@]3(C)C(=CC[C@@H]4[C@@]5(C)CC[C@H](O[C@@H]6O[C@H](C(=O)O)[C@@H](O)[C@H](O[C@@H]7OC[C@H](O)[C@H](O)[C@H]7O)[C@H]6O)C(C)(C)[C@@H]5CC[C@]43C)[C@@H]2C1	-6	4	1.6	0.96	-6	1.1	-9	-5	0
O=C(NCC1CCOCC1)c1ccc2nc(Cc3cccc(Cl)c3)oc2c1	-4	-21	1.1	1.2	-4	0.94	-2	6	-2
COc1ccccc1NC(=O)CSc1ccc2nnc(CCNC(=O)c3ccccc3)n2n1	-3	-24	0.3	1.2	-6	0.98	0	2	-6
CN(C)/N=C/c1ccc(P(c2ccc(/C=N/N(C)C)o2)c2ccc(/C=N/N(C)C)o2)o1	-4	7	-2.7	0.93	-1	0.94	-2	6	-4
Cc1cc(C)c2c(N)c(C(=O)NC3CC3)sc2n1	-3	-3	-0.5	1	-3	1	0	-3	0
CCC1=NN(C(=O)CCc2ccccc2O)C(O)(C(F)(F)F)C1 (stereo unspecified)	0	14	0.5	0.86	-3	1	2	0	-1
COc1ccc(-n2cnc3sc(-c4ccccc4)cc3c2=O)cc1	0	14	2.2	0.86	-4	0.95	2	5	-5

Compound activity as filed in PubChem.
